KCNQ2 inh = KCNQ2 potassium channel inhibitors, primary screen, cell-based, CHO-K1, FluxOR thallium flux, B-score (AID 2156). Potassium voltage-gated channel subfamily KQT member 2 (Rattus norvegicus), O88943. 20 min; hits give low values. B-score at 10 µM. 310,000 tested, 1.1% active;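 active = fluorescence ratio B-score at most minus 3 library SDs, with starting brightness B-score within 2 library SDs, cut at about -5.5 in these data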
Target sequence (O88943 whole entry, looked up): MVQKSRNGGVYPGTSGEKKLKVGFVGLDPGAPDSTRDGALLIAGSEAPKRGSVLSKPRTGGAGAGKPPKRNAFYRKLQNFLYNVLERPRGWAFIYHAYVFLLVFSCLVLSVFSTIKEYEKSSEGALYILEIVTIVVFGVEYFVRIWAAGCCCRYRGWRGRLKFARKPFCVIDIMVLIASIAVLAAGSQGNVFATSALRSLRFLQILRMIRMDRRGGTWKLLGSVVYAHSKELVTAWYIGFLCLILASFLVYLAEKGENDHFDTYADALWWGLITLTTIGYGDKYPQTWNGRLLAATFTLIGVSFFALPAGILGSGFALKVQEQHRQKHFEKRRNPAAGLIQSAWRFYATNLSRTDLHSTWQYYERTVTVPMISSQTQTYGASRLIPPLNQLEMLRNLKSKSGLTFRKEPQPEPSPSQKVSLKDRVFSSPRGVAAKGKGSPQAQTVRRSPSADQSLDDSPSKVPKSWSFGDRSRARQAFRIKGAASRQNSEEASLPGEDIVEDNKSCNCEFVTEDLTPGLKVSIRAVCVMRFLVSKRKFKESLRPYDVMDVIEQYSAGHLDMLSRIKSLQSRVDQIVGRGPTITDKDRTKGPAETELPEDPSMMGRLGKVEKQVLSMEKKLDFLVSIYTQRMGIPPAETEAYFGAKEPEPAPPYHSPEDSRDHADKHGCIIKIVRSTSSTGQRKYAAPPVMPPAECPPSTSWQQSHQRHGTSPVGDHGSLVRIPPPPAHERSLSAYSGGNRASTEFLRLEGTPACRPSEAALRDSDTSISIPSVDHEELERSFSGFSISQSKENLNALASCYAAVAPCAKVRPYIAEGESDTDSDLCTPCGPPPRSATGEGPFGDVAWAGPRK
CHT inh = inhibitors of human choline transporter CHT | High affinity choline transporter 1 (Homo sapiens), Q9GZV3 | CHT-expressing cells, membrane potential dye, choline response; hits give low values | 310,000 tested, 0.86% active | AID 488975, 2010 | B-score at 10 µM;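 active = B-score over 3 SD under the library average, and starting fluorescence ratio not unusually high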;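 note: choline stimulus applied at its EC90 after an EC20 pre-addition; B-score computed on integrated fluorescence ratio after choline addition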
The depositor's hits bear a star; i = inactive; nt = not tested or not shown.

CHT inh	KCNQ2 inh	smiles
i	i	S=c1[nH]nc(-c2cc(-c3ccccc3)n[nH]2)n1/N=C/C=C/c1ccccc1
i	i	Cc1cc(NC2C3CC4CC(C3)CC2C4)n2nnnc2n1 (stereo unspecified)
i	i	CCN(CC)S(=O)(=O)c1cccc(C(=O)Nc2ccccc2)c1
i	i	COc1cc([N+](=O)[O-])ccc1NC(=O)C[n+]1ccccc1C
i	i	CSc1nc2ccc(Br)cc2[nH]1
i	i	CCOc1ccccc1NC(=S)N1CCN(c2ccc(O)cc2)CC1
i	i	COc1ccccc1-c1nnc(SCCN2CCOCC2)n1-c1ccc(C)cc1
nt	i	CC1(C)Cc2c(cnn2-c2ccc(F)cc2)C(NC(=O)CCc2ccncc2)C1 (stereo unspecified)
i	i	COc1ccccc1CC1S/C(=N/N=C/c2ccco2)NC1=O (stereo unspecified)
i	i	COCCNC(=O)c1c(CSc2ccccc2)noc1C(=O)NCc1ccccc1
i	i	c1ccc(-c2nnc(N3CCN(c4ccccc4)CC3)nc2-c2ccccc2)cc1
i	i	COCc1nn2c(N)c(C#N)cnc2c1-c1ccccc1

Five entries out of the list, arranged by molecular weight, smallest number first.
CHT inh	KCNQ2 inh	smiles
i	i	Cc1cc(NC2C3CC4CC(C3)CC2C4)n2nnnc2n1 (stereo unspecified)
i	i	COc1cc([N+](=O)[O-])ccc1NC(=O)C[n+]1ccccc1C
i	i	CCOc1ccccc1NC(=S)N1CCN(c2ccc(O)cc2)CC1
i	i	S=c1[nH]nc(-c2cc(-c3ccccc3)n[nH]2)n1/N=C/C=C/c1ccccc1
i	i	COc1ccccc1-c1nnc(SCCN2CCOCC2)n1-c1ccc(C)cc1

Remaining list, next part.
CHT inh	KCNQ2 inh	smiles
i	i	CC1CC(CCC(=O)NC(=S)Nc2ccc(Cl)cn2)C(=O)O1 (stereo unspecified)
i	i	CCN(CC)c1cc(C)c2cc(NC(=O)c3ccccc3F)ccc2n1
i	i	Cc1c(C(=O)Nc2cccc([N+](=O)[O-])c2)sc2ncn(CC(=O)N3CCOCC3)c(=O)c12
i	i	COc1cc(C(=O)N2CCN(C(=O)c3cc(-c4ccccc4)n[nH]3)CC2)cc(OC)c1OC
i	i	COc1cccc(S(=O)(=O)NCc2ccc(C(=O)Nc3cccc(Cl)c3)cc2)c1
i	i	O=C(CN(c1cccc(Br)c1)S(=O)(=O)c1ccccc1)N/N=C/c1cc([N+](=O)[O-])ccc1O
i	i	O=C(CCS(=O)(=O)c1ccccc1)Nc1nc2ccc(F)cc2s1
i	i	CCCN1CCC(N(CCc2ccccc2)Cc2ccccc2)CC1
i	i	COc1cccc(/C=C2\SC(=S)N(NS(=O)(=O)c3ccc(C)cc3)C2=O)c1OC
i	i	CCc1ccc(S(=O)(=O)NCCc2cn3ccsc3n2)s1
i	i	O=C(C1CCCO1)N1CCN(c2c3c(nc4cc(-c5ccc(F)cc5)nn24)CCC3)CC1 (stereo unspecified)
i	i	CC(C)(C)c1ccc(C(CC(=O)O)NC(=O)C23CC4CC(CC(C4)C2)C3)cc1 (stereo unspecified)
i	i	COc1ccccc1N1CC(C(=O)Nc2nnc(SCC(=O)N3CCOCC3)s2)CC1=O (stereo unspecified)
i	i	Cc1oc(-c2ccoc2)nc1CN(Cc1ccccc1)CC1CC1
i	i	O=C(Nc1nccs1)c1ccc(-c2ccc(Cl)cc2)o1
-6.3*	nt	Cc1ccc(S(=O)(=O)N2[C@@H](c3ccc(F)cc3)C(C(=O)O)=CC[C@H]2c2ccc(C(C)C)cc2)cc1
i	i	CS(=O)(=O)c1[nH]nc(-c2ccccc2Cl)c1C#N
i	i	O=C1c2ccccc2C(=O)N1CN(C(=O)COc1ccc(Cl)cc1Cl)c1cccc(F)c1
i	i	CCNc1nc(NCC)nc(N(C#N)CCOc2ccccc2)n1
i	i	CC(C)C(NS(=O)(=O)c1cccs1)C(=O)NCCCN1CCCCCC1 (stereo unspecified)
i	i	N#CCNC1CC(=O)N(c2ccc(F)cc2)C1=O (stereo unspecified)
i	i	Cc1cccc(C)c1NC(=O)CNC(=O)CCC(=O)N1CCOCC1
i	i	O=C(CN1C(=O)NC2(CCCC2)C1=O)Nc1ccc(F)c(Cl)c1
i	i	CC(=O)NC(CC(=O)NC1CCCc2ccccc21)c1ccccc1 (stereo unspecified)
i	i	CN(CC(=O)Nc1ccccc1Cl)C(=O)COC(=O)CN1C(=O)NC2(CCCC2)C1=O
i	i	O=C1CCN(Cc2nc(-c3ccc(Cl)cc3)no2)CCN1
i	i	NC(=O)c1oc2ccc(Cl)cc2c1NC(=O)CN1CCOCC1
i	i	CSc1nnc(SCC#N)s1
i	i	O=C(Cc1ccc(Cl)cc1)Nc1ccccc1Sc1ccccc1
i	i	CS(=O)(=O)N(CC(=O)N1CCN(Cc2ccccc2)CC1)C1CCCCC1
i	i	COCCSc1nnc(NC(=O)Cc2ccc(OC)c(OC)c2)s1
i	i	CCCn1c(=O)[nH]c(=O)c2c1nc(-c1ccc3c(c1)OCCO3)n2CCN1CCOCC1
i	i	Cc1ccccc1Nc1cc(C(=O)NCc2ccco2)c2ccccc2n1
i	i	Cc1onc(-c2c(Cl)cccc2Cl)c1C(=O)NC1CCCCC1
i	i	Cc1c(N2C(=O)C3C4C=CC(C4)C3C2=O)c(=O)n(-c2ccccc2)n1C (stereo unspecified)
i	i	COc1cccc(NC(=O)C2CCCN(S(=O)(=O)c3ccc(-n4cnnn4)cc3)C2)c1 (stereo unspecified)
i	i	CC1(C)CC(NC(=O)c2ccccc2Cl)CC(C)(C)N1
i	i	O=C(CN1C(=O)C2CCCCC2C1=O)Nc1ccccc1C(=O)O (stereo unspecified)
i	i	COc1ccc(C2c3c(-c4ccccc4O)n[nH]c3C(=O)N2CCc2ccc(OC)c(OC)c2)cc1 (stereo unspecified)
i	i	COc1ccc(N2CCN(C(=O)CN(c3ccc(Br)cc3)S(C)(=O)=O)CC2)cc1
i	i	COCc1nnc(NS(=O)(=O)c2ccc(Br)cc2)s1
i	i	CC(C)n1c(N2CCCC2)nc2c1c(=O)[nH]c(=O)n2C
i	i	CC(=O)c1sc(NC(=O)c2cccc(N3C(=O)CCC3=O)c2)nc1-c1ccccc1
i	nt	C[C@@H]1C(=O)O[C@H]2CC34[C@H]5C[C@@H](C(C)(C)C)[C@]36[C@@H](OC(=O)[C@@H]6O)O[C@@]4(C(=O)O5)[C@]21O (stereo partly specified)
i	i	CCc1nnc(NC(=O)CSCc2cc(=O)n3nc(C(C)C)sc3n2)s1
i	i	COCCn1c(COc2ccc(C)cc2)nc2ccccc21
i	i	C#CCNC(=O)C1=C[C@H](C)[C@@H](CCCO)[C@H](OCC)O1
i	i	COc1ccc(NC(=O)CCN2C(=O)C3C4CCC(C4)C3C2=O)cc1 (stereo unspecified)
i	i	COc1ccc(-c2nc(C)c(C(C)=O)n2O)cc1[N+](=O)[O-]
i	i	O=C(COc1ccccc1Cl)NC(=S)N1CCc2ccccc21
i	i	Nc1nc(C2CCCN2S(=O)(=O)c2ccc(Cl)cc2)cs1 (stereo unspecified)
i	i	COc1ccccc1Nc1nc(N)nc(CCl)n1
i	i	O=C1c2ccc(Oc3ccc([N+](=O)[O-])cc3)cc2C(=O)N1c1ccncc1
i	i	CCCCCC(=O)NC(=S)NNC(=O)c1ccc([N+](=O)[O-])cc1
i	i	Cc1oc2c(CN3CCCCC3)c(O)ccc2c(=O)c1-c1ccc(Cl)cc1
i	i	CC1=NN(C(=S)Nc2ccccc2)C(C)(C)C1
i	i	Cc1ccc(NC(=O)COC(=O)Cn2cnc3c2c(=O)n(C)c(=O)n3C)cc1Cl
i	i	O=C(C(F)C(F)(F)F)N1CCN(c2ccccc2)CC1 (stereo unspecified)
-5.2*	i	COc1cccc(NC(=O)CCNS(=O)(=O)c2ccc3c(c2)CC(C)N3C(=O)C2CC2)c1 (stereo unspecified)
i	i	Cc1cc(C)c(S(=O)(=O)N2CCCOC2CNC(=O)C(=O)NCCC2=CCCCC2)c(C)c1 (stereo unspecified)

Going on with the list:
CHT inh	KCNQ2 inh	smiles
i	i	CCCn1c(NC(=O)C2CCN(C(=O)c3ccc(F)cc3)CC2)nc2ccccc21
i	i	CC(=O)Nc1ccc(NC(=O)CNC(=O)c2cccc(C)c2)cc1
i	i	CCOC(=O)C1CCCN(C(=O)C2CCN(S(=O)(=O)CC)CC2)C1 (stereo unspecified)
i	i	Cc1ccsc1/C=C(\CC(=O)O)c1nc2ccccc2o1
i	i	Cc1cc(-c2ccccc2)c2c(=O)[nH][nH]c2n1
i	i	Cc1cc(C)c(NC(=O)C2=CCN(S(=O)(=O)c3ccc(F)cc3)CC2)c(C)c1
i	i	CC(Oc1ccc(Cl)cc1)C(=O)Nc1ccccc1C(=O)N1CCOCC1 (stereo unspecified)
i	i	COc1cccc(C(=O)NCC(=O)OCC(=O)c2ccccc2)c1
i	i	Cc1ccc(-c2c3c(=O)n(C)c(=O)n(C)c3cn2Cc2cccnc2)cc1
i	i	Cc1cccc(NC(=S)NC(NC(=O)OCc2ccccc2)C(Cl)(Cl)Cl)c1 (stereo unspecified)
i	i	COc1ccc(-c2oc3ncnc(NCCCN(C)C)c3c2-c2ccc(OC)cc2)cc1
i	i	Cc1ccc(-n2cc(CN3CCCN(C=O)CC3)c(-c3ccc(F)cc3)n2)cc1
i	i	Clc1cccc(Cl)c1CSc1nnc(-c2ccncc2)s1
i	i	O=C(COC(=O)C1CC(=O)N(Cc2ccccc2)C1)Nc1ccccc1F (stereo unspecified)
i	i	CCO[C@@H]1OC(C(=O)N2CCOCC2)=C[C@H](C)[C@H]1CCCO
i	i	NNC(=O)c1nc(-c2ccccc2)cc(-c2ccccc2)n1
i	i	Clc1cccc(Cl)c1Cn1ccc(C2CC2)n1
i	i	COc1ccc(NC(=O)CSc2n[nH]c(CNc3cccc(C)c3)n2)cc1
i	i	Cc1ccccc1NC(=O)CSc1nc2ccccc2o1
i	nt	COc1cccc(NC(=O)c2cccc(Cl)c2)c1
i	i	O=C(Cn1c(COc2ccccc2)nc2ccccc21)Nc1cc(Cl)cc(Cl)c1
i	i	O=[N+]([O-])c1cc([N+](=O)[O-])c(Oc2c(Cl)cccc2Cl)cc1NN1CCCCC1
i	i	Cc1cccc(N2N=C(C(=O)Nc3nc(C)cs3)CCC2=O)c1
i	i	CC(C)(C)Nc1ncnc2c1cnn2-c1ccccc1
i	i	CC(C)[C@H](NC(=O)[C@@H]1CSC2c3ccccc3C(=O)N21)C(=O)NC1CCCC1 (stereo partly specified)
i	i	CC1(C)Cc2c(sc3nc4n(c(=N)c23)CCCCC4)CO1
i	i	Cc1ccc(S(=O)(=O)NN)c(C)c1N1CCCC1=O
i	i	Oc1ccc(Br)cc1CNc1cnc2ccccc2c1
i	i	CCCC12CN3CCN(CC(C3)/C1=N\NC(=O)c1ccc(F)cc1)C2
i	i	Cn1c(SCC(=O)Nc2ccccc2O)nnc1-c1ccco1
i	i	CCc1nnc(NC(=O)CN2C(=O)NC3(CC(C)CC(C)(C)C3)C2=O)s1 (stereo unspecified)
i	i	CC(=O)Nc1ccc(S(=O)(=O)Nc2ccc3c(c2)OCCO3)cc1
i	i	O=C(N/N=C/c1cccc([N+](=O)[O-])c1)c1c[nH]c2ccccc12
i	i	CCCN(CCC)CCCNC(=O)CC(C(=O)N1CCc2ccccc21)n1ccnc1 (stereo unspecified)
i	i	C=CCn1c(SCC(=O)Nc2nncs2)nnc1-c1ccco1
i	i	N#Cc1ccccc1CN1C(=O)S/C(=C/c2cccn2-c2ccc(C(=O)O)cc2)C1=O
i	i	COc1cc(-c2cc(=O)c3c(O)c(OC)c(OC)c(OC)c3o2)cc(OC)c1OC
i	i	COc1cc(OC)cc(C(=O)Nc2cccc3nc(C)ccc23)c1
i	i	N#Cc1ccc2c(c1)nc1ccccn12
i	i	N#Cc1nc(COc2ccccc2F)oc1NCCc1ccccc1
i	i	CCOc1ccc(N2Cc3ccccc3C2)cc1
i	i	O=C(NCc1csc(-c2cccs2)n1)C1CC1
i	i	Cc1sc2ncn(CC(=O)NCC(=O)N(C)C3CCCCC3)c(=O)c2c1C
i	i	Cc1c(C(=O)NNC(=S)Nc2ccc(S(N)(=O)=O)cc2)oc2ccccc12
i	-6.5*	CCCCCCCCCCCCN1C(=O)CSC1c1cccnc1 (stereo unspecified)
i	i	COc1cccc(/C=N/NC(=O)c2c(C)nc3ccc(Cl)cn23)c1O
i	i	COc1ccc(S(=O)(=O)N2CCCC2CNC(=O)C(=O)NC2CCCCCC2)cc1 (stereo unspecified)
i	i	COc1ccc(/C=N/OC(=O)Nc2ccccc2OC)cc1

Random excerpt: 6 compounds from above, in no set order.
CHT inh	KCNQ2 inh	smiles
i	i	Clc1cccc(Cl)c1CSc1nnc(-c2ccncc2)s1
i	i	O=C(COC(=O)C1CC(=O)N(Cc2ccccc2)C1)Nc1ccccc1F (stereo unspecified)
i	i	Cc1ccc(-c2c3c(=O)n(C)c(=O)n(C)c3cn2Cc2cccnc2)cc1
i	i	COc1ccccc1CC1S/C(=N/N=C/c2ccco2)NC1=O (stereo unspecified)
-5.2*	i	COc1cccc(NC(=O)CCNS(=O)(=O)c2ccc3c(c2)CC(C)N3C(=O)C2CC2)c1 (stereo unspecified)
i	i	CCc1nnc(NC(=O)CSCc2cc(=O)n3nc(C(C)C)sc3n2)s1

The list continues.
CHT inh	KCNQ2 inh	smiles
i	i	Cc1nc(NCCO)c(C#N)c2c1COC(C)(C)C2
i	i	CCNc1ccc(C(=O)OCC(=O)N2c3ccccc3NC(=O)C2(C)C)cc1[N+](=O)[O-]
i	i	COc1cc(/C=C(\C#N)C(=O)Nc2cc(C(F)(F)F)ccc2Cl)ccc1OCC(=O)Nc1cccc(C(F)(F)F)c1
i	i	CCOc1ccc(NC2=C(OC)C(=O)c3ccccc3C2=O)cc1
i	i	O=C(Nc1cc(S(=O)(=O)N2CCOCC2)ccc1Cl)C1CCC1
